# BaF3 parental: reduces parental Ba/F3 cell viability, JAK2V617F counter-screen. CellTiter-Glo ATP luminescence. inhibition, % at 5.6 µM. 220,000 tested, 1.1% active;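 active = inhibition above a per-campaign cutoff, the mean inhibition of all tested compounds plus 3 SD, cut at about 27% in these data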;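 also: 0% = DMSO wells and 100% = JAK Inhibitor I control wells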
# S1P4 agonist: activates the human S1P4 receptor. O95977. S1P4-expressing cell line, agonist reporter assay. activation, % at 4.98 µM. 220,000 tested, 0.35% active; in the data active = activation above about 11%;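 also: 0% = DMSO vehicle and 100% = reference agonist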
# Runt-CBFb FRET: inhibitors of human RUNX1 Runt domain binding to CBFb. inhibition, % at 20 µM. Q01196+Q13951. Cerulean-Runt/Venus-CBFb FRET ratio 530/480, 1 h. 220,000 tested, 0.46% active;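 active = inhibition over about 50% at 20 µM in the single-dose screen, limit read from the data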;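 also: 0% = DMSO wells and 100% = excess unlabeled CBFb competitor control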
# Target sequence (Q01196 whole entry, looked up, the tested form may be a part): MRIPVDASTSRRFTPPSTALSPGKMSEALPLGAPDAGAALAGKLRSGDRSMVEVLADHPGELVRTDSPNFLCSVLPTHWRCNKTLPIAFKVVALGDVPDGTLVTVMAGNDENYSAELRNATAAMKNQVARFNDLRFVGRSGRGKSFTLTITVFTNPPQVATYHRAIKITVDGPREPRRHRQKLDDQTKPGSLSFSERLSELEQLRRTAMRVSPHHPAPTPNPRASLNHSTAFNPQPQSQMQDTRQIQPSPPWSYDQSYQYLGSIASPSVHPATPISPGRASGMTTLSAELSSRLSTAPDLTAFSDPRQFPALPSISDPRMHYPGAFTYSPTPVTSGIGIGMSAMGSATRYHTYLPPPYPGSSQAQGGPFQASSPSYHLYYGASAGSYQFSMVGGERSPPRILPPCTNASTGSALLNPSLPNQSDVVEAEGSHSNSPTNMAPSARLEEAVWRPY
# Target sequence (Q13951 whole entry, looked up, the tested form may be a part): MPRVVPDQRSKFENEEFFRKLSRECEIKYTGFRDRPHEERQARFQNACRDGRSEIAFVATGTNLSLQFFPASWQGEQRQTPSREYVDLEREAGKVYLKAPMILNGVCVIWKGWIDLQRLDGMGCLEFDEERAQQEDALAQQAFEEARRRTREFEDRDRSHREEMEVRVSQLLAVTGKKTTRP
#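 Measured by: fluorescence energy transfer, 422 nm excitation, 530/480 nm emission; Assay system: Cerulean-Runt domain; Medium: Tris pH 7.5 buffer with BSA; Measure: loss of energy transfer signal; Controls: 5 µM unlabeled CBFb as full-inhibition high control; Incubation: protein complex preformed 1 h, compound exposure 1 h, room temperature, dark.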
# NPY-Y1 antag: blocks the human neuropeptide Y Y1 receptor; P25929; HEK293-CNG Y1 cells, membrane potential fluorescence; NPY at EC95, then isoproterenol; inhibition, % at 3.6 µM; 200,000 tested, 1% active; AID 1040;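 active = inhibition above the campaign mean inhibition of all tested compounds plus 3 SD, cut at about 20% in these data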;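 also: 0% = DMSO wells given NPY plus isoproterenol and 100% = isoproterenol alone without NPY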
#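 Test system – HEK293 Y1/CNG channel cell line · Also added – NPY agonist 25 nM, then isoproterenol 1 µM plus Ro 20-1724 25 µM · Compound dosing – one concentration, 3.6 µM, in 0.4% DMSO · Schedule – compound incubation 1 h at room temperature, readout 45 min post-stimulation · Technique – fluorescence, membrane potential probe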
# NPY1 pot ag: potentiates or activates human NPY-Y1 receptor. P25929. NPY-Y1 expressing cells, potentiator/agonist activation. activation, % at 3.6 µM. 220,000 tested, 0.37% active. AID 1304; in the data active = activation above about 33%, passing the limit was not always enough;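 also: cells stimulated with NPY at EC10 then isoproterenol at EC100; 0% = low agonist plus stimulus and 100% = saturating agonist plus stimulus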
# RBBP9 inhibitor: human RBBP9 hydrolase inhibition; recombinant RBBP9, FP-Rh probe fluorescence polarization; inhibition, % at 7.94 µM; 220,000 tested, 0.2% active; AID 1515;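 active = inhibition above the campaign mean of all tested compounds plus 3 SD, cut at about 14% in these data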;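 also: plate controls were DMSO wells with RBBP9 for no effect and wells lacking RBBP9 protein for full effect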
#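 Measured by: FP readout at 525/598 nm; material: recombinant human RBBP9; also added: Serine-hydrolase probe FP-Rh, 375 nM pre-mixing; medium: Tris buffer pH 8.0, NaCl, Pluronic; replication: one well per compound; doses: one concentration, 7.94 µM nominal, 0.794% DMSO; timing: preincubation 30 min plus labeling 45 min at 25 °C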
# S1P4 antag: blocks the human S1P4 receptor | S1P4-expressing cells, antagonist mode, reporter read-out | O95977 | 220,000 tested, 0.26% active | inhibition, % at 4.98 µM; in the data active = inhibition above about 29%;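 also: 0% = wells stimulated with agonist and 100% = vehicle wells without agonist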
# Ba/F3 V617F tox: lowers viability of Ba/F3 cells expressing EpoR and JAK2V617F; AID 1446; 220,000 tested, 1.1% active; inhibition, % at 5.6 µM; ATP luminescence;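 active = inhibition above the campaign mean plus 3 SD over all tested compounds, cut at about 24% in these data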;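 also: cytokine-independent growth of Ba/F3 cells driven by EpoR plus mutant JAK2; 0% = DMSO-treated cells and 100% = JAK inhibitor I control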
# NPY-Y2 PAM-ag: potentiators or agonists of human neuropeptide Y receptor Y2; activation, % at 3.6 µM; P49146; cells expressing NPY-Y2, potentiator/agonist read-out; 220,000 tested, 0.45% active; AID 1359; in the data active = activation above about 27%;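 also: cells stimulated with NPY near EC25 plus isoproterenol at EC100; 0% = vehicle plus submaximal agonist and 100% = vehicle plus saturating agonist; some results beyond the cut were filed as inactive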
# Target sequence (P49146 whole entry, looked up): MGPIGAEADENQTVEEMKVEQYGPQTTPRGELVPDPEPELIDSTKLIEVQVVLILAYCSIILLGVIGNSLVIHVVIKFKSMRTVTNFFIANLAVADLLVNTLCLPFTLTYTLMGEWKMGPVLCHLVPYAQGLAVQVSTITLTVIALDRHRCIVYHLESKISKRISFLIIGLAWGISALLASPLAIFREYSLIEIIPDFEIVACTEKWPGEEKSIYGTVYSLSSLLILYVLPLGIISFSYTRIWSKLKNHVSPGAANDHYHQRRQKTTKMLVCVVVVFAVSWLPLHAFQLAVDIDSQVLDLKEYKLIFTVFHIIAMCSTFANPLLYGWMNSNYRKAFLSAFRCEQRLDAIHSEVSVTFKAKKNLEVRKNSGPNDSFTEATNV
# Starred values were filed as active, the others as inactive; . = not tested or not shown.
SMILES,BaF3 parental,S1P4 agonist,Runt-CBFb FRET,NPY-Y1 antag,NPY1 pot ag,RBBP9 inhibitor,S1P4 antag,Ba/F3 V617F tox,NPY-Y2 PAM-ag
COC(=O)C(CCSC)NC(=O)CNS(=O)(=O)c1ccc(Cl)cc1 (centres undefined),4,-1.3,1,-1,11,-9,-9,-1,5
CCOc1ccc(Cc2nnc(SCC(N)=O)n2C)cc1,1,0.5,0,2,16,-1,-15,-3,-4
Cc1ccc(C(=O)C2OC(=O)C(C)(C)C(=O)C2(C)C)cc1 (centres undefined),6,-0.7,0,3,-17,7,-9,-4,-6
S=c1[nH]cc(-c2ccccc2)[nH]1,-1,0.4,19,.,1,-3,0,-6,8
COc1cc(NC(=O)CN2C(=O)C(c3ccccc3)=NC23CCCCCC3)cc(OC)c1,7,2.6,0,3,-1,-1,-6,-2,-6
O=C(O)CSCCc1ccccn1,1,0.8,-4,-2,4,7,-14,-1,0
Cc1cc(Cl)ccc1Oc1nc(-c2ccccc2)ncc1S(C)(=O)=O,-3,-1.2,-1,3,-35,3,-2,-3,-21
Cc1ccc(C)c(NC(=O)CSc2n[nH]c(-c3ccncc3)n2)c1,0,0.4,2,1,-9,-7,0,1,-3
O=c1cc(NCc2ccco2)c2ccccc2o1,3,-1.6,2,-4,-8,-9,-30,5,-16
Cc1c(N=C2SCC(=O)N2/N=C\c2ccc(Br)cc2)c(=O)n(-c2ccccc2)n1C,6,0.1,-1,0,-7,-3,-6,-1,11
C=CCOC(=O)C(=O)/C=C/c1ccc2c(c1)Cc1ccccc1-2,-1,-0.6,-17,10,7,-5,0,-1,14
O=C1CN(C(=O)COc2ccccc2)CCN1,0,1.9,1,4,3,-2,-18,-3,-4
CCOc1ccc(-n2c(C)c(C(=O)OC)c3cc(O)ccc32)cc1,2,0.9,3,.,-1,-3,-10,-8,-8
c1ccc(Cn2ccnc2-c2ccco2)cc1,3,0.7,1,6,11,-12,-30,-1,-4
CSc1ncccc1C(=O)OCC(=O)c1ccc2c(c1)NC(=O)CO2,2,2.0,0,.,-22,-10,5,0,-7
CCOc1ccc(/C=N/NC2=NCCCCC2)cc1,3,-1.3,-1,1,-8,-4,-6,2,7
Clc1ncc(Cn2cccn2)s1,5,1.0,-2,0,18,-9,6,0,4
Cc1csc(NC(=O)CCn2c(=O)oc3ccccc32)n1,-1,-0.5,2,-2,-15,0,-7,-3,2
N#CCCn1cc(C=C(C#N)C#N)c(-c2ccc(Cl)cc2)n1,5,0.2,3,1,9,6,-1,-3,-3
C=CCOC(=O)c1cc(-c2ccc(/C=C3\C(=O)NC(=O)C(C#N)=C3C)o2)ccc1Cl,5,2.6,18,-1,2,-1,-13,-2,-9
CN(C)/C=C1/C(=O)Nc2ccccc21,6,2.6,1,12,-14,-6,0,0,-9
O=C(NC12CC3CC(CC(C3)C1)C2)C1=COCCO1,1,0.8,0,-7,5,-2,-14,-2,13
CC1CC(C)(C)NC(=S)N1CCC(=O)N1CCc2ccccc21 (centres undefined),3,-0.8,0,0,6,-3,-2,1,5
CC(C)(C)NC(=O)C(c1ccco1)N(C(=O)Cn1nnc(-c2ccc(F)cc2)n1)c1ccccc1 (centres undefined),6,3.1,.,0,-10,-5,-23,-1,5
COc1cccc(N2CCN(Cc3nc(N)nc(N4CCCc5ccccc54)n3)CC2)c1,-2,0.6,-5,19,-48,-5,-12,-3,-26
CN(NS(C)(=O)=O)c1ncc(C(F)(F)F)cc1Cl,4,0.4,2,2,2,-8,-9,-1,2
O=S1(=O)CC(NCc2ccccc2)C(Nc2ccccc2)C1 (centres undefined),4,-0.1,1,-1,-10,-5,-5,-2,1
COc1ccc(-c2noc(C3CCCN(C(=O)CCc4ccccc4)C3)n2)cc1 (centres undefined),0,-0.4,-1,0,-25,-1,-1,2,-22
COc1cccc(-c2nc(NC(C)(C)C)c3ccccc3n2)c1O,-2,0.9,1,-8,19,4,-6,-1,26
O=C(Nc1ccc(OCc2ccccc2)cc1)c1cccc([N+](=O)[O-])c1,2,-1.7,-4,-9,12,-4,-7,-2,9
Cc1ccc(Cc2nc(-c3ccccn3)no2)cc1,-1,0.8,.,1,-16,-1,-11,0,-18
CCn1c2ccccc2c2nnc(SCC(=O)N(C)C3CCS(=O)(=O)C3)nc21 (centres undefined),8,-0.3,-3,2,1,-1,-4,3,4
CCCc1cc(=O)[nH]c(Nc2ccc(O)cc2)n1,2,-3.2,1,-4,-13,6,-3,-2,-8
FC(F)(F)c1ccccc1NC(=S)N1CCN(c2ncccn2)CC1,3,-3.0,0,3,4,2,7,-1,-6
Cc1noc(C)c1C(=O)Nc1c(F)cc(F)cc1Br,1,0.0,-1,-4,-16,0,-13,-5,-2
Cc1c(C(=O)N2CCC(C)CC2)sc2ncnc(N3CCN(c4ccccc4)CC3)c12,-1,1.0,-1,-2,6,5,-13,-1,-5
CCN(Cc1ccccc1)C(=S)Nc1cc(C(=O)OC)ccc1C(=O)OC,4,-0.3,11,10,-5,0,-8,0,-10
Cc1ccc(N2CC(C(=O)NCCC(C)C)CC2=O)cc1 (centres undefined),-2,-0.8,-1,-5,2,-1,10,-4,7
CCOc1ccc(CCNC(=O)c2ccc3nc(N4CCOCC4)sc3c2)cc1OCC,-3,0.5,-2,.,-8,-7,-3,-1,5
COc1ccccc1NS(=O)(=O)c1cc(NC(=O)c2sccc2C)ccc1N1CCOCC1,-7,-0.7,0,.,13,-5,-3,-1,1

# Taken from above:
# NPY-Y1 antag result of `O=C(NC12CC3CC(CC(C3)C1)C2)C1=COCCO1` is entered as -7
# Ba/F3 V617F tox result of `CC1CC(C)(C)NC(=S)N1CCC(=O)N1CCc2ccccc21` (centres undefined) is entered as 1

# The results go on:
SMILES,BaF3 parental,S1P4 agonist,Runt-CBFb FRET,NPY-Y1 antag,NPY1 pot ag,RBBP9 inhibitor,S1P4 antag,Ba/F3 V617F tox,NPY-Y2 PAM-ag
CC(C)CCC(CC(C)O)C(=O)NNC(=S)Nc1ccccc1 (centres undefined),4,1.8,2,.,23,-5,-14,0,2
CC(=O)c1cccc(NC(=O)CN(c2cccc(F)c2)S(C)(=O)=O)c1,1,1.3,0,3,4,-4,-11,0,7
C/C(=N\OC(=O)c1ccc(Cl)c(Cl)c1)c1sc(C)nc1C,2,0.7,0,8,-21,-7,-1,-3,-11
O=C(O)CCCCn1c(SCc2cc(=O)n3cc(Cl)ccc3n2)nc2ccsc2c1=O,2,0.5,-6,0,-40,-11,5,-1,-11
Cc1cc(C)c(C(=O)COC(=O)CCNS(=O)(=O)c2c(Cl)cccc2Cl)cc1C,12,-0.1,-4,4,-13,-5,-9,5,-11
Cc1ccc2sc(C)[n+](CCCS(=O)(=O)[O-])c2c1,-1,0.9,45,-2,10,-3,-9,-1,12
CC(C)c1c(O)nc(SCC(=O)Nc2ccc3c(c2)CCC3)[nH]c1=O,3,-0.7,-1,1,-12,-8,-4,4,1
Cc1cc(Cl)ccc1OCC(=O)NCCCn1ccnc1,5,-0.8,-1,0,11,-9,-4,3,-7
O=C(COc1ccc(Cl)cc1)Nc1ccccc1N1CCOCC1,9,-0.9,0,5,-16,-5,0,0,-13
O=C1C(=O)N(O)C2CCCCC2N1O (centres undefined),3,0.9,1,0,22,-3,-15,-4,-9
CC(=O)c1c(C)[nH]c(C(=O)OCc2cccc(Cl)c2)c1C,4,-0.8,-2,-14,9,-4,-6,4,21
Cc1ccc(C)c(OCC(=O)Nc2ccc(S(=O)(=O)Nc3ccccn3)cc2)c1C,0,-0.8,-2,3,5,-5,7,-3,-12
COc1ccc(C(=O)N=c2sc3c(C)ccc(OC)c3n2C)cc1OC,1,0.1,-2,.,-39,-13,3,2,-17
O=C(Oc1ccc(Cl)cc1)c1ccc2nccnc2c1,4,-1.4,0,-3,-2,-1,-30,-2,12
COc1ccccc1N1CCN(C(=O)CSc2nc(-c3ccccc3)cc(=O)[nH]2)CC1,6,0.1,-4,11,-24,-5,1,1,-5
NC(=S)N=Nc1c(O)n(Cc2ccccc2)c2ccccc12,5,-1.0,0,4,7,-5,-18,0,6
COC(=O)CC/C(=N/Nc1ccc(Cl)c(Cl)c1)C(=O)OC,10,-0.1,-3,2,3,4,-7,2,-3
Cc1ccc(NC(=S)N2CCC(N(C)CC3CCCO3)CC2)cc1 (centres undefined),7,0.5,2,0,-11,-1,-3,1,10
Cc1cccc(CSc2ccc(-c3cccs3)nn2)c1,10,2.8,-1,5,-7,-5,-9,-1,-6
COc1ccc(C(NC(=O)CNC(C)=O)C(=O)Nc2ccc(C(C)C)cc2)cc1 (centres undefined),5,-1.6,-4,-2,18,-1,-12,-2,1
Cc1ccc2nc(NC(=O)C3CCN(S(=O)(=O)c4cccs4)CC3)sc2c1,7,2.8,4,-8,27,-23,0,1,20
CCOC(=O)N1CCC(N(CCN(C)C)C(=S)Nc2cccc(C)c2)CC1,10,-0.2,2,-4,-19,3,-2,0,8
COc1ccc(C2(C(=O)Nc3c(C)n(C)n(-c4ccccc4)c3=O)CCCC2)cc1OC,3,0.3,2,7,-13,-8,-19,0,-15
CC(=O)c1cc2c(cc1N(C(=O)Cn1nnc3ccccc31)C(C(=O)NCCC(C)C)c1cccnc1)OCO2 (centres undefined),3,3.0,-2,2,5,-4,-26,-2,21
Cc1ccc(S(=O)(=O)N2CCC(C(=O)N[C@@H](C)C(=O)NCc3ccco3)CC2)cc1,5,-0.5,0,6,-18,0,-2,2,-20
COc1ccc(Cc2nnc(N/N=C(\C)c3ccccc3)[nH]c2=O)cc1OC,2,0.1,1,.,-15,-8,0,-2,-16
CCC(=O)N1CCc2cc(S(=O)(=O)NC(Cc3ccccc3)C(=O)NC3CCCC3)ccc21 (centres undefined),2,-1.3,-1,9,-26,-7,3,-2,2
Cc1ccc(S(=O)(=O)c2cccc(S(=O)(=O)N3CCOCC3)c2)cc1S(=O)(=O)N1CCOCC1,-1,-0.1,.,-1,-11,-5,-3,-2,-7
O=C(N[C@@H](c1ccccc1)[C@@H]1C[C@H]1C(=O)NCc1ccccn1)OCc1ccccc1,6,-0.8,0,2,-15,-6,13,-1,-1
COc1ccc(NC(=O)N2CCC(c3nc4ccccc4[nH]3)CC2)cc1,6,1.4,0,-2,-1,-11,-10,4,-3
CN(C)/C=C/C(=O)c1ccc(-c2ccc(Cl)cc2Cl)o1,8,0.4,24,1,3,-11,8,2,0
CCC(C)(C)NC(=O)CN(Cc1cccs1)C(=O)C(=O)Nc1ccc2c(c1)OCCO2,2,0.6,0,8,11,-4,-4,-1,-1
O=S(=O)(c1ccc(F)cc1)N1CCC(N2CCN(c3ccccc3)CC2)CC1,0,0.3,.,-6,10,-1,-13,-2,14
CC(C)c1nc2ccccc2c2nnc(SCC(=O)NCc3ccco3)n12,3,1.8,0,8,0,-7,-11,0,1
